Assay outcomes (PubChem BioAssay)
West Nile antiviral = West Nile virus antiviral activity, cell-based, CPE readout (AID 1621); West Nile virus-infected cells, CPE inhibition; higher % means a stronger effect; one-dose CPE inhibition, % at 10 µM; IC50 in µM for titrated hits; 290,000 compounds, 0.02% hits; in the data active = a potency from the dose series; inconclusive = CPE inhibition mostly from about 3.7% at the one dose, without a potency; inactive = the rest, 99 in 100 with CPE inhibition below about 2.2%; note: strong numbers were not always called active
NTR1 ag = agonists of NTR1, primary screen, imaging, U2OS cells, beta-arrestin-GFP, high content (AID 493036) | activation, % at 20 µM | P30989 | 330,000 compounds, 0.17% hits | NTR1-U2OS beta-arrestin-GFP spot imaging, agonist mode;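 active = activation at or above 40% of the spot to cytoplasm intensity ratio, with at least 20 cells analyzed; inconclusive = wells under 20 cells, flagged as cytotoxic or low count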;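 note: 0% = DMSO without peptide and 100% = 100 nM NTR1 peptide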
Target sequence (P30989 whole entry, looked up): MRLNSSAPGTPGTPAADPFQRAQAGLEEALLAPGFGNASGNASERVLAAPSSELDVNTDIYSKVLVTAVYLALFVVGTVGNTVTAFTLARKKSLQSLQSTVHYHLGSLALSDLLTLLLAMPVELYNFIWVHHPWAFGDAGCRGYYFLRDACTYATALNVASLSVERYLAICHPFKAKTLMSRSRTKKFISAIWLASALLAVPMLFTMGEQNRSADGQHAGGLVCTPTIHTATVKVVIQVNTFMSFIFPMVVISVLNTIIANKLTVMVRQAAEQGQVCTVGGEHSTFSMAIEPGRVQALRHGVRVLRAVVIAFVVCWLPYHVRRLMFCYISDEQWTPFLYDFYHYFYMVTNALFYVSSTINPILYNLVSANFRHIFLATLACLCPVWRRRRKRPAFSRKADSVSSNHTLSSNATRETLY
Large T inhibition = TAg ATPase/helicase activity blockers – biochemical (AID 1903); one-dose inhibition, % at 20 µM; IC50 in µM for titrated hits; SV40 large T antigen ATPase/helicase inhibition assay; higher % means a stronger effect; 310,000 compounds, 0.39% hits; in the data active = a potency from the dose series; inconclusive = inhibition mostly from about 32% at the one dose, without a potency; inactive = the rest, 99 in 100 with inhibition below about 32%; note: strong numbers were not always called active
Rac1 GTP hydrolysis = MgcRacGAP GTPase-activating activity inhibitors, confirmation, biochemical, ADP Hunter fluorescence. 340,000 compounds, 0.6% hits. inhibition, % at 30 µM; hits with a dose series show IC50 in µM. MgcRacGAP-stimulated Rac1 GTP hydrolysis, ADP Hunter fluorescence; higher % means a stronger effect; GST-tagged Rac1 F28L mutant substrate;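 active = first-screen hits whose inhibition reached a set limit at any dose in the follow-up dose series; inconclusive = inhibition above the set first-screen limit but never retested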;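 note: fluorescence reports GDP produced by GAP-driven GTP hydrolysis; strong numbers were not always called active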
Dengue-2 NS5 capping = flavivirus cap methylation enzyme inhibition – biochemical, confirmation dose response, primary screen (AID 588689) | Dengue-2 NS5 methyltransferase capping enzyme assay, biochemical; higher % means a stronger effect | inhibition, % at 25 µM; hits with a dose series show IC50 in µM | 340,000 compounds, 0.3% hits; in the data active = a potency from the dose series; inconclusive = inhibition above about 29% without an active follow-up result
Salmonella PhoP GFP = PhoP-dependent GFP reporter repression – Salmonella Typhimurium, primary screen (AID 1863); S. Typhimurium PhoP-regulated promoter GFP reporter, 4 h; higher % means a stronger effect; inhibition, % at 50 µM, or IC50 in µM where a hit was titrated; 300,000 compounds, 0.16% hits;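 active = inhibition over 29.93%, a cutoff 3 SD above the screen mean, later confirmed by dose response; inconclusive = inhibition over 29.93% but no dose response follow-up; inactive = inhibition at most 29.93% or unconfirmed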;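 note: 0% = low Mg2+ inducing control and 100% = high Mg2+ repressing control; strong numbers were not always called active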
T cell HTS = T cell immune modulators affecting CD8 T cell-vesicle binding; 2C CD8+ T cell-vesicle binding, flow cytometry; hits give low values; calls only at 7 µM; 330,000 compounds, 0.068% hits;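 active = response, share of CD8 T cells binding vesicles, and their 90th percentile fluorescence all below set limits, cut at about 80% in these data, passing the limit was not always enough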
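Material: 2C TCR transgenic mouse naive CD8+ T cells, MACS-purified. Also added: QL9-charged Drosophila Ld/ICAM-1/B7-1 vesicles. Timing: binding 1.5 h at 37 °C. Measured by: high-throughput flow cytometry with anti-B7-1 and anti-CD8 staining. Read-out: percent CD8+ FL2 mean versus row control. Controls: Unloaded micro-vesicles (low), QL9 vesicles with 0.7% DMSO (high).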
UTI89 phage lysis = protection from phage-mediated lysis, alamar blue read-out – E. coli UTI89, K1F phage, bacterial capsule biogenesis inhibitors (AID 488966). inhibition, % at 100 µM, or IC50 in µM where a hit was titrated. 340,000 compounds, 0.02% hits. E. coli UTI89 K1F phage lysis, alamar blue, 2 h; higher % means a stronger effect;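 active = phage lysis inhibition, versus mean bacterial control, above a set limit; inconclusive = no clear call, values can overlap the other calls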;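 note: capsule biogenesis inhibitors block K1F phage lysis so surviving cells raise fluorescence; higher fluorescence means more inhibition of phage lysis; actives were called in the ten point dose series up to 300 µM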
RSV CPE inhibition = RSV antiviral activity via CPE protection, HEp-2 cells, primary 10 µM value included (AID 2391). 310,000 compounds, 0.13% hits. CPE inhibition, % at 10 µM; hits with a dose series show IC50 in µM. HEp-2 cells, RSV-induced CPE inhibition; higher % means a stronger effect; in the data active = a potency from the dose series; inconclusive = CPE inhibition mostly from about 23% at the one dose, without a potency; inactive = the rest, 99 in 100 with CPE inhibition below about 21%; note: strong numbers were not always called active
T cell HTS vesicle-bound % = recorded beside T cell HTS, whose call it bears; double positive events, %; measured here: CD8+ vesicle-bound cell fraction;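 binding gate set so that unloaded-vesicle control wells show 10% double positive cells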
NTR1 ag cell count 20 µM = further read-out of NTR1 ag, marked with its call; cell count; measured here: cell count, cytotoxicity flag
* = called active by the depositor; i = inactive; ? = inconclusive; / = no result given; [ ] = another dose, or the depositor's remark.

Each structure is followed by: West Nile antiviral	NTR1 ag	NTR1 ag cell count 20 µM	Large T inhibition	Rac1 GTP hydrolysis	Dengue-2 NS5 capping	Salmonella PhoP GFP	T cell HTS	T cell HTS vesicle-bound %	UTI89 phage lysis	RSV CPE inhibition
CN(Cc1ccccc1)CC(O)COc1ccc(CNCc2nccn2C)cc1 (stereo not given)
  -0.5%	1.4	45	1%	4%	-2%	8%	i	32	2.1%	-2.3%
CCC(C)(C)C1CCC2(CC1)NC(=O)N(CC(=O)NCCc1ccc(OC)c(OC)c1)C2=O (stereo not given)
  /	4.1	95	/	6%	4%	/	i	35	0.2%[50 µM]	0.8%
O=S(=O)(Nc1cccnc1)c1cccc(Cl)c1
  0.8%	-1.2	49	-13%	8%	-3%	3%	i	47	-1.0%	0.7%
O=C(COC(=O)c1ccc2c(c1)OCCO2)Nc1ccc(F)cc1
  /	3.8	69	/	-7%	-7%	/	/	/	0.3%[50 µM]	/
Cc1ccc(C(=O)NC2CC3CCC(C2)N3Cc2ccco2)cc1 (stereo not given)
  -0.6%	-2.4	96	5%	10%	-6%	-2%	i	54	0.5%	0.2%
O=C(CN(Cc1ccco1)C(=O)c1ccc([N+](=O)[O-])cc1)Nc1ccccc1C(F)(F)F
  /	-0.1	94	/	9%	-10%	/	i	12	0.4%[50 µM]	0.7%
N#Cc1ccc(OCC(=O)NCC2COc3ccccc3O2)cc1 (stereo not given)
  /	-1.9	47	/	1%	-4%	/	i	17	1.0%[50 µM]	1.0%
Cc1c(C(c2ccc(C(=O)O)cc2)c2c(C)n(C)n(-c3ccccc3)c2=O)c(=O)n(-c2ccccc2)n1C
  -0.2%	0.9	77	2%	1%	-4%	9%	i	60	-0.2%	2.8%
C/C(=N\OC(=O)c1cccc(Cl)c1)c1sc(C)nc1C
  -0.3%	-0.3	60	-4%	8%	1%	14%	i	9	0.1%	6.8%
CCOc1ccc(CCNC(=O)c2cc(C)nn2-c2ccccc2)cc1
  -0.1%	-0.1	62	14%	1%	-8%	-3%	i	28	-0.1%	1.2%
CCOC(=O)c1sc(Nc2cccc(Cl)c2)nc1C
  -1.0%	4.2	46	1%	12%	5%	-6%	i	26	-0.3%	55%
Cc1c(CN2CCC(CO)(CC3CCCCO3)CC2)cnn1C (stereo not given)
  -0.1%	-0.8	50	0%	3%	-8%	1%	i	46	1.1%	-0.8%
Cc1cc(OCC(=O)NC(Cc2ccc(Cl)cc2)C(=O)O)c2c(C)cc(=O)oc2c1 (stereo not given)
  0.0%	0.2	82	5%	4%	-8%	4%	i	33	0.0%	0.8%
CCOC(=O)CNC(=O)C(CO)NC(=O)OCc1ccccc1 (stereo not given)
  0.2%	0.8	73	4%	5%	-1%	-7%	i	50	0.8%	3.6%
CCCN(CCC)CCCNc1ccc2nnc(-c3ccc(F)cc3)n2n1
  0.7%	-0.7	92	2%	3%	-5%	4%	i	40	0.6%	0.8%
COC(=O)CN1C(=O)Nc2ccc(Cl)cc2C1c1ccccc1 (stereo not given)
  0.3%	-1.3	90	5%	4%	-8%	5%	i	26	0.4%	0.6%
O=C(Nc1nnc(-c2ccccc2)s1)c1ccccc1F
  -0.7%	-2.7	44	9%	4%	1%	/	i	31	3.1%	3.8%
Oc1ccc(/C=N\Nc2nncc(-c3ccccc3)n2)cc1
  0.7%	0.0	56	28%	17%	-2%	2%	i	56	0.1%	12%
Cc1cccc(NC(=O)COc2nsnc2N2CCOCC2)c1
  -0.5%	-1.1	50	19%	5%	0%	10%	i	54	4.8%	0.4%
CCCCNC(=S)N/N=C/c1ccc(OCC(=O)Nc2c(C)cc(C)cc2C)c(OC)c1
  -0.5%	6.8	73	18%	13%	-10%	8%	i	51	0.2%	2.2%

2 entries from above, as comma-separated lines:
Molecule,West Nile antiviral,NTR1 ag,NTR1 ag cell count 20 µM,Large T inhibition,Rac1 GTP hydrolysis,Dengue-2 NS5 capping,Salmonella PhoP GFP,T cell HTS,T cell HTS vesicle-bound %,UTI89 phage lysis,RSV CPE inhibition
CCC(C)(C)C1CCC2(CC1)NC(=O)N(CC(=O)NCCc1ccc(OC)c(OC)c1)C2=O (stereo not given),/,4.1,95,/,6%,4%,/,i,35,0.2%[50 µM],0.8%
CN(Cc1ccccc1)CC(O)COc1ccc(CNCc2nccn2C)cc1 (stereo not given),-0.5%,1.4,45,1%,4%,-2%,8%,i,32,2.1%,-2.3%

(further entries)
Each structure is followed by: West Nile antiviral	NTR1 ag	NTR1 ag cell count 20 µM	Large T inhibition	Rac1 GTP hydrolysis	Dengue-2 NS5 capping	Salmonella PhoP GFP	T cell HTS	T cell HTS vesicle-bound %	UTI89 phage lysis	RSV CPE inhibition
O=C(Nc1ccc2c(c1)CCC2)c1cccc(S(=O)(=O)N2CCN(c3ccccc3)CC2)c1
  -0.8%	-1.4	87	7%	-3%	-6%	-2%	i	32	0.6%	17%
O=C(O)c1ccccc1-c1cc2ccccc2[nH]1
  /	0.3	53	10%	-10%	5%	/	i	36	-0.8%	-1.2%
CCOc1cc(N2CCOCC2)c(OCC)cc1NC(=O)COc1ccc2ccc(=O)oc2c1
  -0.1%	2.5	60	3%	/	/	-2%	i	12	/	1.5%
CCN(CC)c1ccc(S(=O)(=O)N2CCOCC2)cc1NC(=O)CSc1nncn1C
  /	1.9	45	/	3%	0%	/	i	44	0.3%[50 µM]	0.4%
Cc1ccc(C(=O)CSC2=C(C#N)C(c3ccco3)C3=C(CC(C)(C)CC3=O)N2)cc1 (stereo not given)
  0.0%	4.0	48	8%	3%	4%	-24%	i	18	0.1%	6.0%
COc1ccccc1NC(=O)NCC1CC1(Cl)Cl (stereo not given)
  -0.6%	3.3	14	-22%	0%	-2%	-1%	i	49	-1.3%	2.0%
O=C(COCC(=O)N/N=C/c1ccc(F)cc1)N/N=C/c1ccc(F)cc1
  -0.1%	1.4	74	4%	10%	-8%	-3%	i	27	0.1%	0.9%
Cc1ccccc1NC(=O)CN(C)S(=O)(=O)c1ccc(-c2ccc(=O)[nH]n2)s1
  0.4%	0.9	57	7%	-32%	-2%	10%	i	2	-0.1%	0.8%
Cc1cc(NC(=O)COc2cccnc2[N+](=O)[O-])no1
  0.3%	-0.2	50	8%	1%	-5%	0%	i	40	0.9%	-0.9%
Cn1c(N)c(C(=O)NCc2ccccc2Cl)sc1=S
  -0.4%	1.1	57	1%	14%	1%	-6%	i	45	0.1%	1.0%
S=C(NCc1ccccc1)NCc1cccc(Cl)c1
  -0.7%	-0.4	75	18%	4%	3%	-1%	i	17	0.0%	3.6%
CCOC(=O)C1(Cc2ccc(O)cc2)NC(c2ccco2)C2C(=O)N(c3ccccc3F)C(=O)C21 (stereo not given)
  0.8%	1.8	91	0%	2%	-5%	-3%	i	31	0.0%	1.6%
OC1(c2cccc(C(F)(F)F)c2)CCN(c2ncnc3c2[nH]c2ccc(F)cc23)CC1
  /	/	/	11%	10%	8%	9%	/	/	-0.5%	/
CCOC(=O)c1c(NC(=O)CN2CCCc3ccccc32)sc(C)c1CC
  -0.3%	1.8	43	1%	-3%	1%	10%	i	33	-2.9%	?
CC(Sc1nc2ccccc2s1)C(=O)NCc1ccc2c(c1)OCO2 (stereo not given)
  -0.6%	1.9	44	7%	13%	-1%	-7%	i	47	5.5%	2.3%
COc1ccc(C)cc1NC(=O)COC(=O)c1ccc2c(c1)OCO2
  /	4.5	52	/	-2%	-3%	/	i	36	-1.3%	1.4%
Cc1cc(O)c(Sc2ccccc2)c(=O)o1
  /	-0.9	51	12%	/	/	/	i	60	/	1.2%
CCSc1nnc(NC(=O)CSC2=NCCS2)s1
  /	-0.8	54	23%	5%	-2%	-1%	i	51	0.2%	-1.1%
Cc1ccc(-c2n[nH]c(=S)n2/N=C/c2cccn2C)cc1
  /	-0.2	32	12%	5%	-13%	-7%	i	56	0.3%	1.3%
CCOC(=O)C1CCN(C(=O)CCn2c(=O)[nH]c3ccsc3c2=O)CC1
  0.2%	-2.8	99	-1%	-8%	11%	4%	i	28	-0.9%	2.1%
S=c1[nH]nc(Nc2ccccc2)s1
  -0.1%	0.3	39	36%	/	/	-5%	i	42	/	2.5%
CC(=O)C1CCCN(C(=O)c2ccc3nc(Cc4cccc(Cl)c4)oc3c2)C1 (stereo not given)
  -1.1%	-1.4	69	4%	2%	-6%	1%	i	68	3.7%[50 µM]	1.3%
Cc1ccc(C2=CC(=O)CC(C)(C)C2)cc1
  /	2.3	43	/	4%	-13%	/	i	11	2.5%	1.1%
O=c1[nH]c(N2CCc3ccccc32)nc2c1CCCC2
  -0.1%	-0.3	58	1%	10%	3%	3%	i	25	1.5%	7.1%
Cc1nc(C)c(C(=O)C2=C(O)C(=O)N(CCN3CCOCC3)C2c2ccco2)s1 (stereo not given)
  0.5%	0.4	57	6%	6%	3%	-11%	i	34	0.6%	0.6%
O=C(CSCc1ccc(F)cc1)Nc1ccc(N2CCOCC2)cc1N1CCOCC1
  /	-2.1	56	/	-1%	2%	/	i	29	0.3%[50 µM]	-0.2%
COc1ccccc1CN(C)C(=O)C(c1ccccc1)c1ccccc1
  -1.6%	3.0	67	9%	9%	3%	2%	i	13	0.0%	8.3%
COc1ccccc1-n1cnc2sc(-c3ccccc3)cc2c1=O
  /	3.6	57	11%	4%	-6%	7%	i	46	0.1%	1.9%
O=C(c1cccs1)N1CCN(C2CCN(Cc3ccccc3)CC2)CC1
  -1.1%	-1.5	56	2%	7%	-3%	3%	i	46	1.6%	0.8%
CC(=O)C1=C(O)C(=O)N(CCC(=O)O)C1c1cccc(F)c1 (stereo not given)
  0.6%	0.3	42	7%	13%	1%	3%	i	7	0.2%	0.6%
O=C(NCC1CCCO1)c1cccc(N2CCCC2=O)c1 (stereo not given)
  1.6%	2.8	75	7%	7%	2%	-6%	i	64	1.7%	1.5%
C=CCn1c(=O)c(C(C)=O)cn(N(C)c2ncc(C(F)(F)F)cc2Cl)c1=O
  -1.3%	0.9	96	10%	4%	/	0%	i	46	0.4%	-1.2%
O=C(COC(=O)c1cc([N+](=O)[O-])ccc1N1CCOCC1)NCc1ccc(Cl)cc1Cl
  -0.7%	3.3	54	25%	1%	-7%	0%	i	53	-0.3%	22%
O=S(=O)(/N=C(/Nc1ccccc1F)c1ccccc1)c1ccccc1
  0.4%	-1.3	55	6%	8%	0%	3%	i	45	0.1%	2.2%
